# Screening results (PubChem BioAssay)
# PI5P4K alpha inh: inhibitors of human PI5P4K alpha. P48426. PI5P4Kalpha enzyme, ADP-Glo luminescence, 60 min; active compounds read low. max response, %. 1.2% of 330,000 active. AID 652105; active = max response of -50% or lower; inconclusive = between -30% and -50%; inactive = -30% or higher; note: value at the top dose of about 77 µM; % is set by controls: 0 for no effect and ±100 for the full control effect
#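 Human PI5P4Kalpha with substrate in 0.038 M HEPES pH 7.4, 0.28 mM EGTA, 0.1% CHAPS, 5% DMSO; reaction started with 5 microM ATP (final), 60 min at room temperature. ADP formed read by ADP-Glo luminescence.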
# PLK1 PBD block: inhibitors of human PLK1 polo-box domain binding. Plk1 PBD binding of FITC phosphopeptide, fluorescence polarization. Potency, µM, without a hit: max response, negative = inhibition, most hits filed as inhibitors. 2.8% of 360,000 active. AID 720504; note: potency is the fitted concentration of half-maximal effect; series mostly up to about 57 µM; % is set by controls: 0 for no effect and ±100 for the full control effect; nearly all actives have a fitted effect of over 65% in size
# EPAC1 antag: blocks human EPAC1 exchange factor. EPAC1 GEF assay, Rap1b-BODIPY-GDP exchange fluorescence. Potency, µM (series often up to 115 µM), for the others: top-dose activity change, negative = inhibition, most hits filed as inhibitors. 0.14% of 360,000 active. AID 720709;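 note: potency is the fitted concentration of half-maximal effect; plate controls were vehicle for no effect and positive control for full effect; nearly all actives have a fitted effect of over 50% in size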
# Target sequence (O95398 whole entry, looked up): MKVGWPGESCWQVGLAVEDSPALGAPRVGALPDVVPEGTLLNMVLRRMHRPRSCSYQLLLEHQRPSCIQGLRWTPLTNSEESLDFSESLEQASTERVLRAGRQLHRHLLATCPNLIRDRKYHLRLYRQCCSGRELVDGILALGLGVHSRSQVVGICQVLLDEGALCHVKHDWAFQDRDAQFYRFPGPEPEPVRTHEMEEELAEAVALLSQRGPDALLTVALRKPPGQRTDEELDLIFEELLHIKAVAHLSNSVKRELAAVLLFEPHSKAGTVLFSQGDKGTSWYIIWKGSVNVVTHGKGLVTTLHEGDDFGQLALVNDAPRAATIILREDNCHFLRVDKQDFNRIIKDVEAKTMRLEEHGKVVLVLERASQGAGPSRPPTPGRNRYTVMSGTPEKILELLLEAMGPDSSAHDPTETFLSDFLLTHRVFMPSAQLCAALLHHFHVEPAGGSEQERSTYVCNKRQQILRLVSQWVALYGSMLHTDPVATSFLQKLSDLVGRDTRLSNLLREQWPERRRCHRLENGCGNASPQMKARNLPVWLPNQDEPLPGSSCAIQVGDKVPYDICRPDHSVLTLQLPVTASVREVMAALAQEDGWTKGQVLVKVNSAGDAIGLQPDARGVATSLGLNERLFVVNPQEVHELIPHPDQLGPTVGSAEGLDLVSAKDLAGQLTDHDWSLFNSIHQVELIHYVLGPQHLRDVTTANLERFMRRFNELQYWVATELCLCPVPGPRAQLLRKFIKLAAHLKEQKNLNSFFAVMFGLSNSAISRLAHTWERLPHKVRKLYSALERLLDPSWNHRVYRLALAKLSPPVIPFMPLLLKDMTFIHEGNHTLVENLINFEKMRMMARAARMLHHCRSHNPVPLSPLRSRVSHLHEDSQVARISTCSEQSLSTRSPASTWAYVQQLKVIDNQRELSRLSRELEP
# IL2 activator: activates IL-2 in a cell-based reporter assay | IL-2 activation reporter assay, cell-based qHTS; stimulated with anti-CD3/CD4/CD28 beads; in transgenic mouse T cells | activation, % (series mostly up to about 46 µM) | 0.065% of 360,000 active | AID 652025; in the data active = activation above about 50%; inconclusive = mostly about 30% to 49%; note: 0% is about no effect
#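 Quantitative HTS in unstimulated transgenic mouse T cells, with memory T cells as non-tolerant control and PMA/ionomycin as tolerance-bypass control. Compound pretreatment lasted 60 minutes before 18 h bead stimulation; EGFP/DsRed fluorescence read.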
# PTHR1 agonist: activates the human parathyroid hormone receptor PTHR1. Q03431. HEK293 GP2 PTHR1 cells, GloSensor cAMP luminescence, 1 h. Potency, µM (doses to about 115 µM), without a hit: top-dose activation, usual class: activators. 0.075% of 410,000 active. AID 743266; note: potency is the fitted concentration of half-maximal effect; nearly all actives have a fitted effect of over 55% in size; some results filed as inactive show a strong effect at the top dose; inactives centre near -15; many of its hits are not listed in these tables
#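 HEK-293-derived GP2 cells expressing PTHR1 and a GloSensor cAMP reporter, 3,000/well, plated overnight, given luciferin plus IBMX (each 0.5 mM as added) for 1 h at 37 °C, then compound for 1 h at 37 °C. Luminescence was read after 15 min at room temperature.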
# GLP1R ag: agonists of human GLP-1 receptor; Potency, µM (titrated, usually from 45.6 µM), for the others: at the top dose activation, usual class: activators; HEK293 GLP-1R CRE-luciferase, luminescence, 4-6 h; cells express a hypersensitive GLP-1R form; 0.007% of 380,000 active; P43220; note: potency is the fitted concentration of half-maximal effect; % of control where 0% means no effect
# GLP1R cytotox: cytotoxic in the GLP-1 receptor inverse agonist counter-screen. HEK293 cAMP-luciferase reporter cells, luminescence, 24 h. Potency, µM (titrated, usually from 38.3 µM), for inactives: top-dose activity change, negative = inhibition, most hits filed as inhibitors. 0.13% of 410,000 active. AID 624418;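 note: loss of luciferase light is scored as toxicity; potency is the fitted concentration of half-maximal effect; % is set by controls: 0 for no effect and ±100 for the full control effect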
#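 MLSMR compounds, 24 hr on cells at 37 deg C/5% CO2; luminescence after luciferase reagent (12 min RT). Inhibition counted as the undesired cytotoxic outcome.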
# GLP-1R inv ag: inverse agonists of human GLP-1 receptor; 1.6% of 410,000 active; P43220; AID 624417; Potency, µM (titrated, usually from 38.3 µM), without a hit: at the highest dose activity change, negative = inhibition, hits mostly inhibitors; HEK293 GLP-1R CRE-luciferase, luminescence, 24 h; GLP-1R form is constitutively active; note: potency is the fitted concentration of half-maximal effect; % is set by controls: 0 for no effect and ±100 for the full control effect; nearly all actives have a fitted effect of over 55% in size
#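 Constitutively active GLP-1R drives a cAMP-responsive luciferase in stably transfected HEK293 cells; test compounds are added after overnight (12 h) attachment and left 24 hr, and signal loss in luminescence marks inhibition.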
# EPAC1 agonist: EPAC1 (human) agonism | O95398 | 0.073% of 360,000 active | EPAC1 agonist qHTS, biochemical assay; response scale: 100% = response to 6.5 mM cAMP | Potency, µM (doses to about 154 µM), for inactives: at the highest dose activation, hits mostly activators; note: potency is the fitted concentration of half-maximal effect; nearly all actives have a fitted effect of over 60% in size
#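 Nucleotide exchange by EPAC1 (100 nM) on Rap1B–BODIPY-GDP (250 nM) in the presence of 50 uM GDP is tracked fluorescently at 480/540 nm over 30 min. Signals are normalized to a 6.5 mM cAMP control.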
# An asterisk follows results filed as active; i = inactive; ? = inconclusive; . = no result given; & = joins results of further samples; [ ] = another dose, or the depositor's remark. Unless noted, calls come from the whole dose curve; as a rule, active = well fitted curve in the direction sought with a large enough effect; inconclusive = small, poorly fitted or top-dose-only effect, or another doubt; inactive = no such curve, though single readings can be large; an effect the other way counts as inactive or inconclusive.
SMILES,PI5P4K alpha inh,PLK1 PBD block,EPAC1 antag,IL2 activator,PTHR1 agonist,GLP1R ag,GLP1R cytotox,GLP-1R inv ag,EPAC1 agonist
O=C(CNC(=O)c1ccco1)NCC(=O)OCc1ccc(F)cc1,0,-4%,-2%,1.1,i,1%,3%,19%,-4%
NC(=O)C1(N2CCCCC2)CCN(CC(=O)Nc2ccccc2-c2ccccc2)CC1,.,-10%,2%,2.4,-22%,-1%,-21%,-2%,8%
Cc1cccc(NC(=O)c2c(O)c3ccccc3[nH]c2=O)c1,2,-14%,-2%,-2.2,-76%[inhibitor],-5%,30%,12%,10%
Cc1cc(C)c(C(=O)COC(=O)c2cc([N+](=O)[O-])ccc2N2CCOCC2)cc1C,0,2%,4%,-0.1,i,2%,-3%,21%,-2%
CSC1=NC(C)(C)C=C(/C=C/c2ccc(Cl)cc2Cl)N1,-4,?,15%,3.6,-22%,3%,?,?,14%
Cc1ccc(C(C(=O)NCc2ccccc2)N(Cc2cccs2)C(=O)c2ccc3c(c2)OCCO3)cc1 (configuration not stated),2,-5%,-25%,-2.7,7%,-1%,-25%,?,7%
C[C@@]12C(=O)Nc3ccc(Cl)cc3C(=O)N1[C@H]1c3cc(Br)ccc3OC[C@@H]1[C@@H]2c1ccccc1,1,-11%,-16%,-3.6,-9%,-5%,10%,?,-1%
COCCn1nnnc1CN1CCOCC1,.,-11%,4%,0.6,-24%[57.5 µM],0%,0%,-9%,4%
Cc1ccc(O)c(C(=O)C=Cc2ccccc2)c1,23,-9%,0%,-6.3,-33%[inhibitor],1%,-1%,?,26%
Oc1ccc(Cl)cc1CNc1cccc2cccnc12,5,-3%,-16%,-0.4,-35%[inhibitor],12%,3%,?,-16%
COc1cc2[nH]c(=O)n(Cc3ccc(C(=O)NCc4ccc(C)cc4)cc3)c(=O)c2cc1OC,.,.,.,.,-12%,-1%,1%,0%,.
Cc1cccc(N(C)C(=O)c2coc(=O)c3ccccc23)c1,-2,1%,-1%,-3.0,i,-5%,12%,-21%,2%

# 2 successive entries from above:
SMILES,PI5P4K alpha inh,PLK1 PBD block,EPAC1 antag,IL2 activator,PTHR1 agonist,GLP1R ag,GLP1R cytotox,GLP-1R inv ag,EPAC1 agonist
Cc1cccc(NC(=O)c2c(O)c3ccccc3[nH]c2=O)c1,2,-14%,-2%,-2.2,-76%[inhibitor],-5%,30%,12%,10%
Cc1cc(C)c(C(=O)COC(=O)c2cc([N+](=O)[O-])ccc2N2CCOCC2)cc1C,0,2%,4%,-0.1,i,2%,-3%,21%,-2%

# Following part
SMILES,PI5P4K alpha inh,PLK1 PBD block,EPAC1 antag,IL2 activator,PTHR1 agonist,GLP1R ag,GLP1R cytotox,GLP-1R inv ag,EPAC1 agonist
CCOc1ccc(C(=O)Cc2cc(OC)c(OC)cc2[N+](=O)[O-])cc1,.,2%,13%,0.7,-28%[57.5 µM],-6%,-7%,4%,-1%
O=c1cc(COc2ncnc3c(Cl)cc(Cl)cc23)nc2sccn12,-2,-11%,7%,-0.4,-21%,-3%,-1%,-9%,5%
O=C(c1ccc(Cl)nc1)N1CCN(S(=O)(=O)c2ccccc2)CC1,-3,-18%,2%,-0.3,i,1%,0%,12%,5%
COc1ccc(C2CC(c3ccc(F)cc3)Nc3nc(N)nn32)cc1 (configuration not stated),0,-8%,-14%,0.2,i,13%,-8%,-5%,0%
CC1(C)CC(=O)C/C(=N\NC(=O)c2cccs2)C1,-9,?,4%,-0.5,-8%,-2%,9%,21%,9%
CCCNC(=O)Nc1ccc2c(c1)N(C)C(=O)c1ccccc1S2,1,0%,3%,-2.4,i,-1%,2%,-10%,0%
CCOc1ccc(NC(=O)CN(C)C(=O)CCSc2ccc(F)cc2)cc1OCC,-1,-2%,-21%,0.1,-22%,8%,7%,-29%,-1%
O=C(Nc1nc(-c2ccc(Cl)cc2)cs1)C1CCCO1 (configuration not stated),8,6%,-20%,-0.8,-12%,8%,-5%,?,1%
Nc1cc(Nc2ccc(Br)cc2)nc(N)n1,1,-18%,4%,0.2,i,7%,15%,-44%,-1%
O=C(Nc1oc2ccccc2c(=O)c1-c1ccc(Br)cc1)c1ccco1,-6,-4%,11%,-0.7,-25%,0%,2%,8%,-17%
CCOc1ccc2c(c1)c(=O)c(C(=O)c1ccc(CC)cc1)cn2CC(=O)Nc1ccc2c(c1)OCCO2,.,.,.,.,-32%,0%,-3%,13%,.
CSc1ccc2c(c1)N(CCC1CCCCN1C)c1ccccc1S2 (configuration not stated),20,-7%,-28%,-0.7,-1%,10%&6%,?,?,-9%
COc1cc(/C=C/C(=O)OCC(=O)N2CCOCC2)ccc1OCC#N,6,27µM*,10%,-0.7,i,1%,11%,5%,16%
O=C(Nc1ccc(N2CCOCC2)cc1)C1CC(=O)N(c2ccc(Cl)cc2)C1 (configuration not stated),-3,-15%,-29%,-0.1,-12%,-18%,19%[0.307 µM],-12%[0.307 µM],8%
Cn1c(=O)n(C)c2cc([N+](=O)[O-])c(N3CCN(C(=O)C(C)(C)C)CC3)cc21,2,-7%,12%,-3.2,i,19%,-21%,52%[activator],0%
COc1ccc(-c2ccc(=O)n(CC(=O)NCc3ccco3)n2)cc1,-18,-14%,4%,0.2,-7%[57.5 µM],24%,-2%,18%,12%
O=C(CN1CCCCCC1)Nc1cccc([N+](=O)[O-])c1,-7,-13%,-25%,-2.3,-13%,-6%,0%,-9%,-6%
COc1cc(/C=N/N=C/c2c[nH]c(=O)c(C#N)c2Nc2ccccc2)ccc1O,-5,0%,1%,-3.8,i,-2%,-1%,16%,-1%
COC(=O)C1=C(C)NC(=O)NC1c1ccsc1 (configuration not stated),-5,-1%,4%,0.0,i,-14%,5%,1%,1%
COc1ccc(C(=O)Nc2ncc3c(n2)CC(c2ccco2)CC3=O)cc1 (configuration not stated),-1,-3%,4%,0.0,-2%[57.5 µM],-10%,1%,6%,-5%
COc1ccc(-c2nc(-c3ccccc3)ncc2S(C)(=O)=O)cc1,-10,27µM*,-15%,-0.1,i,9%,17%,36%[activator],-5%
CCOC(=O)c1c(C)[nH]c(C)c1C(=O)COC(=O)c1cccc(S(=O)(=O)N(CC)CC)c1,6,-5%,-26%,0.3,-21%[57.5 µM],6%,-27%,-29%,1%
CCCc1cc(=O)[nH]c(SCC(=O)N2N=C(c3ccc(Cl)cc3)CC2c2ccco2)n1 (configuration not stated),?,?,-15%,-0.2,-4%,13%,-23%,?,-6%
Cc1ccc2oc(=O)c3cc(C(=O)N4CCN(C)CC4)sc3c2c1,1,-25%,6%,-0.9,i,11%,-14%,16%,-2%
CCCOc1ccc(C=Nc2ccc(OC)c(S(=O)(=O)N3CCOCC3)c2)c(O)c1,6,-15%,-10%,-0.2,-76%[inhibitor],-8%,-16%,-8%,6%
O=C(CSCc1n[nH]c(=O)[nH]1)NCCOc1cccc(Oc2ccccc2)c1,.,-5%,4%,-3.4,i,-2%,-9%,-8%,10%
COc1ccc(NC(C)C(=O)Nc2ccc(C(C)(C)C)cc2)cc1Cl (configuration not stated),0,-1%,-1%,-2.5,-5%[57.5 µM],10%,-21%,4.5µM*,16%
COC(=O)c1sc(NC(=O)COc2cccc3ccccc23)nc1C,-1,-1%,-22%,0.1,-9%,-10%,-31%,-12%,0%
CCOc1cc(CNc2ccc(N3CCCCC3)cc2)cc(Br)c1OCC(=O)NC(C)(C)C,1,-7%,-9%,0.1,i,-15%,-23%,?,-9%
COc1ccc(S(=O)(=O)N(CCc2ccccc2)CC(=O)NC(C)C)cc1,.,-4%,12%,-2.6,i,1%,-7%,4%,2%
CC(C)(C)n1ncc2c(=O)n(CC(=O)OCc3ccccc3)cnc21,2,3%,0%,-0.5,-42%[inhibitor][57.5 µM],-49%[inhibitor],6%,?,3%
O=C(O)c1oc2ccccc2c1CN1CCN(c2ccccc2)CC1,0,-7%,-5%,0.8,-2%[57.5 µM],13%,-6%,-14%,8%
C=CCn1c(SCC(=O)N2CCC(C)CC2)nc2c([nH]c3ccccc32)c1=O,7,11%,7%,-1.3,-19%,-4%,1%,20%,-9%
CCOc1ccccc1N(CC(=O)NCCSc1ccccn1)S(=O)(=O)c1ccccc1,-6,2%,3%,-0.9,-16%,1%,16%,-25%,-3%
COc1cc(O)cc2cc3c(c(O)c12)C(=O)CC(C)(O)O3 (configuration not stated),?,?,-22%,-0.3,-11%,-8%,-2%,-39%,2%
O=S(=O)(c1ccc(N2CCCC2)cc1)C(F)(F)F,.,-1%,-14%,-2.5,-29%,33%,4%,0%,5%
OCCN(CCO)c1nc2ccccc2[nH]1,-2,-2%,-4%,-1.7,?,4%,-7%,-8%,9%
CCOc1ccccc1-n1c(SCC(=O)Nc2ccccc2C(=O)O)nc2ccccc2c1=O,-58*,?,3%,0.2,-15%,-1%,-14%,0%,-3%
CCOC(=O)C1=C(C)NC(=O)NC1c1ccc(OCC(=O)N2CCCCC2)cc1 (configuration not stated),-9,4%,18%,-0.3,-21%[57.5 µM],1%,8%,-5%,1%
CCCCN(C)CCNC(=S)Nc1ccc2nc(N3CCN(CC)CC3)cc(C)c2c1,20,?,-27%,-3.9,24%,11%,5µM*,1.1µM*,3%
CCN(CC)c1ccc(C(NC(C)=O)NC(C)=O)cc1,0,2%,8%,-0.5,i,-6%,2%,3%,-2%
COc1ccc(NC(=O)c2cc(S(=O)(=O)N3CCCCC3)ccc2C)cc1S(=O)(=O)N1CCOCC1,-7,-4%,-4%,3.2,-4%,2%,26%,-28%,8%
Cn1cc(CN2CCN(Cc3ccc4c(c3)OCO4)CC2)c(-c2ccccc2F)n1,4,-6%,-7%,0.3,i,7%,0%,21%,-6%
COc1cc(/C=C(/C#N)C(=O)Nc2ccccc2)c(Br)cc1OCc1ccc(C(=O)O)cc1,5,24µM*,?,-5.9,-30%[inhibitor],8%,-13%,-9%,4%
COC(=O)C(CC(C)C)N1CCC(=O)c2ccccc2S1(=O)=O (configuration not stated),-3,-5%,-20%,-0.5,4%,3%,3%,1%,-8%
O=C(c1cnccn1)N(Cc1cccs1)C1(C(=O)NC2CCCC2)CCCCC1,1,-2%,5%,6.1,-21%,-3%,8%,36%[activator],2%

# Not all compounds are listed. The share of hits here may be higher or lower than overall.
